Bioassay records: PubChem, Sanford-Burnham Center for Chemical Genomics
GRIN3A LBD mod: NR3A (human) ligand-binding domain modulation; NR3A LBD differential scanning fluorimetry, Tm shift; 0% = protein alone, 100% = glycine-bound protein; Tm shift relative to glycine control, % at 25 µM; actives 2.5% (n = 340,000);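 active = melting temperature shift of at least 10% of the positive control shift, at one fixed dose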
MPTP inh: permeability transition pore inhibition | inhibition, % at 10 µM | actives 1.4% (n = 360,000) | isolated mouse mitochondria, Ca2+ swelling absorbance, 30 min;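 active = inhibition of 50% or more, scaled per plate between neutral and stimulator controls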;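 also: 0% = DMSO wells given calcium and 100% = 1 mM EGTA wells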
tim23-1 inh: growth inhibitors of tim23-1 mutant yeast; actives 1.3% (n = 330,000); S. cerevisiae tim23-1 growth, BacTiter-Glo luminescence, 24 h; inhibition, % at 20 µM;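 active = growth inhibition of the mutant yeast at or above 50%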;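 also: temperature-sensitive mutant grown at 25 °C; plate controls were DMSO-treated mutant yeast for no effect and medium wells lacking yeast for full effect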
NLRP3 yeast inh: NALP3 inhibition in yeast; Yeast reconstituted NLRP3/ASC/caspase-1, beta-gal luminescence, 24 h; inhibition, % at 10 µM; actives 0.39% (n = 330,000);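 active = inhibition of 50% or more; inactive = inhibition below 50%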;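 also: plate controls were induced DMSO wells for no effect and uninduced yeast grown without galactose for full effect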
tim10-1 inh: growth inhibitors of tim10-1 mutant yeast | S. cerevisiae tim10-1 ts strain growth, BacTiter-Glo, 24 h | inhibition, % at 20 µM | actives 2.2% (n = 330,000) | AID 463190;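 active = inhibition of at least 40%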;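 also: mutant grown at 25 °C; 0% = DMSO wells with yeast and 100% = wells holding no yeast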
TIM10 inh: inhibits growth of TIM10 yeast strain | S. cerevisiae TIM10 strain growth, BacTiter-Glo luminescence, 24 h | inhibition, % at 10 µM | actives 1.4% (n = 330,000);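 active = inhibition of 40% or more at the single tested concentration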;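 also: wild-type TIM10 isogenic control strain grown at permissive 25 °C; 0% = DMSO yeast wells and 100% = minimal medium wells without yeast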
APJ agonist: agonists of human APJ apelin receptor | P35414 | CHO-K1 APJ PathHunter beta-arrestin, luminescence; 0% DMSO wells, 100% apelin | activation, % at 20 µM | actives 0.11% (n = 330,000) | AID 2520;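 active = activation more than six SD over the plate average, tested at 20 µM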;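 also: 0% = DMSO alone and 100% = apelin-13 at 10 nM; some results filed as inactive read as strong as hits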
Target sequence (P35414 whole entry, looked up): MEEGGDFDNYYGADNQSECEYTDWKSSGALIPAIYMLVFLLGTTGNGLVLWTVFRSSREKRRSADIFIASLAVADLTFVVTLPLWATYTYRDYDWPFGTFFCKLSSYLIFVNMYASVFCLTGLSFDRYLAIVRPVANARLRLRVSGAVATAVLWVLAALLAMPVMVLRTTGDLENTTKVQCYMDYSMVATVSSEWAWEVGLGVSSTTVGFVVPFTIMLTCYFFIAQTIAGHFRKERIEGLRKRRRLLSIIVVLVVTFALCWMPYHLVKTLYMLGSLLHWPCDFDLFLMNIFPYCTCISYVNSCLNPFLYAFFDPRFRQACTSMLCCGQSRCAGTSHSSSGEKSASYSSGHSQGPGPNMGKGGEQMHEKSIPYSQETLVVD
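Assay system: CHO-K1 APJ beta-arrestin complementation cell line / Compound: single test compound dose, 20 µM final, 1% DMSO / Times: overnight seeding, 90 min compound at 25 °C, 1 h detection / Technique: beta-gal luminescence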
MIN6 prolif: MIN6 beta-cell proliferation induction; MIN6 cells proliferation, ATPlite luminescence, 48 h; cells starved in 0.2% serum; 100% = growth in 10% serum; proliferation, % at 10 µM; actives 0.29% (n = 330,000); AID 2380;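 active = compounds whose signal lies at least 3.5 SD above the mean of all wells on their plate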;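 also: 0% = DMSO-treated cells in low-serum medium and 100% = 10% serum control; some compounds called inactive have numbers as strong as hits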
APJ antag: blocks the human apelin receptor APJ; inhibition, % at 20 µM; P35414; AID 2521; CHO-K1 APJ beta-arrestin complementation, luminescence; actives 0.32% (n = 330,000);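 active = inhibition above about 40% at 20 µM, limit read from the data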;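 also: cells challenged with 10 nM apelin-13 agonist together with compound; plate controls were apelin-13 plus DMSO wells for no effect and DMSO wells lacking apelin-13 for full effect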
* hit, by the source's call; x = not tested or not shown. Rows are unselected; 7.2% or so of the library scored in one or more.

SMILES	GRIN3A LBD mod	MPTP inh	tim23-1 inh	NLRP3 yeast inh	tim10-1 inh	TIM10 inh	APJ agonist	MIN6 prolif	APJ antag
O=C(C(Cc1ccccc1)n1cccc1)N1CCN(c2ccccc2)CC1 (stereo not drawn)	-1	-0.2	55*	5	17	12	8	-5	9
COCCOC(=O)C1=C(C)N=C2SCCC(=O)N2C1c1cccc(Br)c1 (stereo not drawn)	1	-0.3	20	9	31	4	-2	-1	15
COc1ccccc1-c1nnc(NC(=O)c2ccc3c(c2)OCO3)s1	-1	-0.9	2	9	12	0	-4	-3	17
CCCCC(=O)NC(=S)Nc1cccc(NC(=O)c2ccccc2)c1	-10	-0.9	16	7	17	8	-2	-3	7
CC(C)n1nnnc1SCC(=O)Nc1ccc2c(c1)OCCO2	x	x	10	3	3	-19	-2	-1	4
COc1ccc(C=O)cc1Cn1ccnc1C	-1	-0.6	3	8	-8	2	-3	-3	11
CC(=O)N1c2ccc(S(=O)(=O)N3CCC(C(=O)N4CC(C)CC(C)C4)CC3)cc2CC1C (stereo not drawn)	0	0.0	10	1	16	5	-2	-1	-8
COc1ccc(NC(=O)NCCN2CCCCC2)cc1	1	1.4	-3	27	-10	-2	-2	0	-10
O=C(COC(=O)Cc1ccc([N+](=O)[O-])cc1)NC1CCCCCC1	-2	-0.6	19	-1	13	12	0	-3	12
COC(=O)c1ccc(CN2CCCC(C(=O)c3ccccc3OC)C2)cc1 (stereo not drawn)	-2	-1.0	16	17	9	12	-2	-5	4
Cc1noc(C)c1S(=O)(=O)Nc1ccc(C(=O)NC2CCCCC2)cc1	3	-7.7	5	-10	9	-1	-2	0	4
Cc1ccc(-c2[nH]n3c(=O)c4c(nc3c2C)CCCC4)cc1	-2	7.7	-2	-1	10	21	-2	-1	13
CCCCc1nnc(NC(=O)c2ccc(N3CCCC3=O)cc2)s1	0	-0.3	-8	-16	1	-5	-1	0	-51
CCOCc1nnc(NC(=O)c2ccc(OC)cc2)s1	-1	-2.6	-10	11	21	-9	2	-6	11
Cn1c(NC(=O)/C=C\c2ccccc2)cc(=O)n(C)c1=O	-1	2.3	11	10	1	4	-3	0	3
Nc1nnn(CC(=O)N/N=C/c2cccc(Cl)c2)n1	1	1.0	5	8	15	13	3	1	-10
O=[N+]([O-])c1cccnc1NCCNc1ncc(C(F)(F)F)cc1Cl	-12	-0.3	38	13	41*	16	-3	0	8
COc1cc(CN2CCC(C(=O)NCCC(C)C)CC2)ccc1OCc1ccccc1	0	1.6	9	14	6	14	-3	-2	4
Cc1nc(-c2ccccc2)sc1C1(C)CC(c2ccc(OC(F)(F)F)cc2)=NO1 (stereo not drawn)	-19	0.1	12	-3	-17	10	-5	-7	-39
O=C(CBr)c1ccc([N+](=O)[O-])c(CS(=O)(=O)c2ccc(Cl)cc2)c1	3	-0.6	9	-2	30	10	4	-2	-19

An excerpt from above in order of formula weight, lowest first:
SMILES	GRIN3A LBD mod	MPTP inh	tim23-1 inh	NLRP3 yeast inh	tim10-1 inh	TIM10 inh	APJ agonist	MIN6 prolif	APJ antag
COc1ccc(C=O)cc1Cn1ccnc1C	-1	-0.6	3	8	-8	2	-3	-3	11
COc1ccc(NC(=O)NCCN2CCCCC2)cc1	1	1.4	-3	27	-10	-2	-2	0	-10
Cc1ccc(-c2[nH]n3c(=O)c4c(nc3c2C)CCCC4)cc1	-2	7.7	-2	-1	10	21	-2	-1	13
O=C(COC(=O)Cc1ccc([N+](=O)[O-])cc1)NC1CCCCCC1	-2	-0.6	19	-1	13	12	0	-3	12
O=[N+]([O-])c1cccnc1NCCNc1ncc(C(F)(F)F)cc1Cl	-12	-0.3	38	13	41*	16	-3	0	8
O=C(CBr)c1ccc([N+](=O)[O-])c(CS(=O)(=O)c2ccc(Cl)cc2)c1	3	-0.6	9	-2	30	10	4	-2	-19

Record cards, as listed above. Order of values: GRIN3A LBD mod | MPTP inh | tim23-1 inh | NLRP3 yeast inh | tim10-1 inh | TIM10 inh | APJ agonist | MIN6 prolif | APJ antag
Results for `CCOCc1nnc(NC(=O)c2ccc(OC)cc2)s1` : -1 | -2.6 | -10 | 11 | 21 | -9 | 2 | -6 | 11
Results for `Cc1nc(-c2ccccc2)sc1C1(C)CC(c2ccc(OC(F)(F)F)cc2)=NO1` (stereo not drawn) : -19 | 0.1 | 12 | -3 | -17 | 10 | -5 | -7 | -39
Results for `COc1ccccc1-c1nnc(NC(=O)c2ccc3c(c2)OCO3)s1` : -1 | -0.9 | 2 | 9 | 12 | 0 | -4 | -3 | 17

(continued)
SMILES	GRIN3A LBD mod	MPTP inh	tim23-1 inh	NLRP3 yeast inh	tim10-1 inh	TIM10 inh	APJ agonist	MIN6 prolif	APJ antag
C/C(=N\Nc1ccc(S(=O)(=O)Nc2ccc(Cl)cc2)cc1[N+](=O)[O-])c1ccc(N2CCOCC2)cc1	5	2.9	16	13	-3	3	-3	0	-16
Cc1cc(C(=O)Nc2ccccc2C)c2ccccc2n1	0	0.3	10	18	18	8	-1	-5	10
O=C1CCN(CCc2ccccc2)CCN1[C@H](CSc1ccccc1)c1ccccc1	-1	1.3	-12	20	22	14	1	-7	-15
COc1ccc(NC(=O)c2ccco2)cc1NC(=O)COc1ccccc1[N+](=O)[O-]	1	0.3	11	3	-2	-7	-2	1	12
COCC1CCCN(C(=O)c2cc(COc3cncc(Cl)c3)on2)C1 (stereo not drawn)	-8	1.5	10	18	9	-4	-3	1	-33
COc1ccc(S(=O)(=O)N(C)CC(=O)Nc2ccccc2SC)cc1	0	9.0	35	17	37	20	0	3	3
O=C(c1ccco1)N1c2ccccc2Sc2ccccc21	-2	4.6	-9	-11	-15	12	-4	0	23
Cc1ccsc1/C=N/n1c(C2CCCCC2)n[nH]c1=S	8	1.7	13	20	12	-3	-3	0	14
O=C(CSc1nnc2ccccn12)Nc1ccc(N2CCOCC2)cc1	1	-2.4	-4	11	-6	5	-1	-5	3
C(#Cc1ccc2c(c1)COc1c3ccccc3nn1-2)c1ccccc1	-3	1.0	12	9	-11	-3	4	-3	18
O=C(CN1CCN(c2ccc([N+](=O)[O-])cc2)CC1)c1ccccc1	-4	0.0	2	17	5	-4	-6	0	12
Cc1ccc(C(=O)COC(=O)CN2C(=O)C3C4C=CC(C4)C3C2=O)cc1[N+](=O)[O-] (stereo not drawn)	-2	1.4	17	6	19	-4	-11	-2	38
O=C(O)Cn1cnc2c(OCc3ccccc3)ncnc21	3	-2.0	16	-7	6	5	0	-2	11
CC1CCCC(C)N1C(=O)CN1C(=O)NC2(CCOc3ccccc32)C1=O (stereo not drawn)	-2	-0.6	-3	-7	-17	-2	-5	-3	-3
NC(=O)C1CCN(C(=O)COc2ccc(Nc3ccccc3)cc2)CC1	-2	1.7	23	17	7	20	11	-2	-40
O=c1cnnc(N/N=C/c2ccccn2)[nH]1	-3	0.4	-16	12	-5	-14	6	-5	-34
c1ccc2c(c1)Sc1ccccc1-n1cnnc1-2	-1	4.2	8	17	-3	0	6	0	25
CC(C(=O)O/N=C(\N)c1ccccn1)c1ccc([N+](=O)[O-])cc1 (stereo not drawn)	2	-1.7	1	3	15	12	2	-1	-14
CN(C(=O)CSc1nnc(-c2ccco2)o1)C1CCCCC1	-1	-3.7	15	1	6	11	-2	0	-16
CC(=O)c1ccc(OCc2ccc(Oc3c(Cl)cccc3[N+](=O)[O-])cc2)cc1	-6	56*	2	8	11	2	-2	-6	0
Cc1cc(C)c(N(CC(=O)NCc2ccccc2)C(=O)c2csnn2)c(C)c1	1	-0.2	28	20	29	-6	2	0	16
O=C(CSc1nnc(-c2ccccc2)o1)c1ccc2c(c1)OCCO2	3	1.6	6	10	-7	-8	0	-2	18
O=C(NCC1COc2ccccc2O1)c1cccc(S(=O)(=O)NCc2ccccc2)c1 (stereo not drawn)	-4	-0.8	17	14	22	12	-1	2	10
CCCC(=O)NC(Nc1c(C)n(C)n(-c2ccccc2)c1=O)C(Cl)(Cl)Cl (stereo not drawn)	0	5.7	6	11	8	-3	-4	-1	2
COc1c(C(=O)Nc2ccccc2N2CCOCC2)cc2ccccc2c1Br	2	2.6	30	9	22	1	-8	-5	6
CC[C@H]1C(O)C[C@H]2CCN3C(=O)CCC[C@H]1[C@H]23 (stereo partly drawn)	2	-0.4	34	x	12	-14	x	x	x
CC(C)(CO)NC(=O)CCCOc1ccc(Cl)cc1Cl	0	0.2	16	17	22	-11	-2	-3	20
O=C(OCc1cn(-c2ccc(Cl)c(Cl)c2)nn1)c1ccccc1	0	0.9	-4	-11	9	-28	-2	-1	-24
O=c1[nH]c(=O)n(C2OC(CO)C(O)C2O)cc1Br (stereo not drawn)	0	-1.1	6	13	9	-6	0	-3	7
CN(C(=O)c1ccc(Oc2ccc([N+](=O)[O-])cc2)cc1)C1CCCCC1	-3	-1.0	39	37	37	12	1	0	1
O=C(COC(=O)COc1ccccc1[N+](=O)[O-])Nc1ccc(S(=O)(=O)N2CCCCC2)cc1	-3	1.9	10	-15	9	5	0	0	8
Cc1cc(=O)oc2cc(OC(=O)c3ccccc3)ccc12	-2	-0.9	18	16	31	15	-1	-2	-41
CCOc1cccc(N2C(=O)CC(NNC(=O)c3ccc(Br)o3)C2=O)c1 (stereo not drawn)	-1	6.1	10	10	9	3	5	-3	-23
COc1cccc2c1C(=O)c1c(O)c3c(c(O)c1C2=O)C[C@@](O)(C(=O)CO)C[C@@H]3O[C@H]1C[C@H](N)[C@@H](O)[C@H](C)O1	-9	10	36	40	-13	-20	12	-8	-6
O=C1O[C@@H]([C@H](O)CO)C(O)=C1O	3	-2.7	7	18	-6	1	-1	-3	22
O=C1/C(=C/c2cccnc2)SC(=S)N1C1CCS(=O)(=O)C1 (stereo not drawn)	-10	1.1	29	26	34	15	0	-1	-4
CCC(=O)Nc1ccc(-c2nnc(SCC(=O)NCC3CCCO3)n2C)cc1 (stereo not drawn)	-8	0.0	11	19	17	5	2	2	2
